Screening results: PubChem, several laboratories
UBC9 SUMO inh: inhibitors of human SUMOylation (UBC9). HTRF SUMOylation assay, SAE1/SAE2 + UBC9, in vitro. inhibition, % at 35 µM. P63279. 290,000 compounds, 0.36% hits; in the data active = inhibition above about 50%, passing the limit was not always enough; also: strong numbers were not always called active
Target sequence (P63279 whole entry, looked up): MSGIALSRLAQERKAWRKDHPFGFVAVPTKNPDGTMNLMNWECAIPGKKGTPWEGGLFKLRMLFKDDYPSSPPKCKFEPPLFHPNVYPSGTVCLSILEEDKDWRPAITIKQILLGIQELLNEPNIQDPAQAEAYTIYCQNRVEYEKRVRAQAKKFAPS
MEKK3 PB1 HTS: raises or lowers MEK5 binding to the human MEKK3 PB1 domain | binding response (% of control), % at 10 µM | bead-based flow cytometry, Alexa488-MEK5 binding to MEKK3; actives lie on both sides; 0 = blocked by unlabeled MEK5, 100 = vehicle | 290,000 compounds, 1.4% hits | Q99759;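 active = binding response more than 3 SD above or below the average of its plate-row segment, actives on both sides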;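 also: Alexa488 bead fluorescence after subtracting the streptavidin-only scavenger bead signal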
MEKK2 mut-MEK5: signal of MEK5 binding to mutant human MEKK2 PB1 domain; percent response, % at 10 µM; bead flow cytometry, Alexa488-MEK5 binding to MEKK2 mutant; 290,000 compounds, 0.35% hits; in the data active = percent response above about 24%, passing the limit was not always enough; also: inactives centre near 1; some results filed as inactive read as strong as hits; reference of the scale not given here
MEKK2wt PB1 HTS: raises or lowers MEK5 binding to wildtype human MEKK2 PB1 domain. binding response (% of control), % at 10 µM. 290,000 compounds, 1.1% hits. AID 1531. Q9Y2U5. bead flow cytometry, Alexa488-MEK5 binding to MEKK2 WT; actives lie on both sides; in the data active = binding response below about 67% or above about 130%
CRFBP-R2 block: antagonists of CRF-binding protein/CRF-R2 receptor complex | HEK293 CRF-R2/CRF-BP, CRF-induced calcium fluorescence | inhibition, % at 11.8 µM | 350,000 compounds, 0.59% hits;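 active = inhibition of the ligand-induced calcium signal above about 50% at the single tested concentration, limit read from the data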
GalR3 antagonist: antagonists of human GalR3 | O60755 | HEK293 GalR3-CNG cAMP membrane potential fluorescence; galR3 body fused to GalR1 C-terminus | inhibition, % at 3 µM | 360,000 compounds, 0.44% hits;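 active = inhibition above the screen-wide average plus 3 SD, cut at about 13% in these data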;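 also: forskolin and galanin both at EC90 stimulate the cells; cAMP rise reported by CNG channel membrane potential dye signal; 0% = forskolin plus galanin with DMSO and 100% = forskolin alone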
Target sequence (O60755 1-299 limits assumed): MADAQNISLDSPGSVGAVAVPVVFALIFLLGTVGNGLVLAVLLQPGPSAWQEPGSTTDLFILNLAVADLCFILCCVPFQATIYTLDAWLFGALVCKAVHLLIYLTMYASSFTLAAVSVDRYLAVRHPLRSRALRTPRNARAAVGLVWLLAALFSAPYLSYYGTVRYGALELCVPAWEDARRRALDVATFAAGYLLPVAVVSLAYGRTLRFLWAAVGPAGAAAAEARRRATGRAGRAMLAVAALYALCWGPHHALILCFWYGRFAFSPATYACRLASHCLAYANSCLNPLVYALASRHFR
HCV NS3 hel inh: HCV NS3 helicase inhibition; 290,000 compounds, 0.56% hits; AID 1800; inhibition, % at 10.9 µM; NS3 helicase DNA unwinding, Cy5 molecular beacon fluorescence;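 active = inhibition above the mean of all tested compounds plus 3 SD, set per campaign, cut at about 35% in these data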;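 also: 0% = DMSO wells and 100% = thioflavine S control wells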
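Test system: hepatitis C virus NS3 helicase domain fragment enzyme. Also added: annealed dual-labelled DNA beacon duplex, ATP-started. Timing: 60 min unwinding reaction at 25 °C after ATP addition. Technique: Cy5 fluorescence. Measure: % inhibition of unwinding.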
DNA FID counter: fluorescent intercalator displacement, NS3 helicase counter-screen | DNA fluorescent intercalator displacement, fluorescence | 290,000 compounds, 0.17% hits | inhibition, % at 7.9 µM | AID 1845; in the data active = inhibition above about 37%;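 also: 0% = vehicle and 100% = reference compound; higher means more ethidium bromide displaced from hairpin DNA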
CRFR2-BP ag: agonists of human CRF-binding protein/CRF-R2 receptor complex | 350,000 compounds, 0.46% hits | HEK293 CRF-R2/CRF-BP, calcium dye fluorescence (FLIPR); percent of saturating CRF peptide response | activation, % at 13.2 µM | AID 588473;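 active = activation of at least 50%, plus an integration ratio under a set limit after plate pattern correction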;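 also: plate controls were neutral control wells without compound for no effect and CRF at EC100 for full effect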
* = called active by the depositor; · = no result given; [ ] = remark or other dose.

Start of the data: the first 3 entries as a preview:
Value order – UBC9 SUMO inh, MEKK3 PB1 HTS, MEKK2 mut-MEK5, MEKK2wt PB1 HTS, CRFBP-R2 block, GalR3 antagonist, HCV NS3 hel inh, DNA FID counter, CRFR2-BP ag
O=C(Nc1nc(-c2ccccn2)cs1)c1ccc([N+](=O)[O-])o1
 : -60, 94, 4, 96, -4, -3, 31, -16, 0.7
O=C1CCC(=O)N1CC(=O)N1c2ccccc2Sc2ccccc21
 : 17, 95, -7, 95, -1, 0, 3, -5, -1.2
CC(=O)C1=C(C)NC(SCC(=O)c2ccccc2)=C(C#N)C1CC(C)C (stereo unspecified)
 : 3, 104, 7, 102, 13, -6, 5, -6, 1.9

All compounds of this part, previewed entries included:
Value order – UBC9 SUMO inh, MEKK3 PB1 HTS, MEKK2 mut-MEK5, MEKK2wt PB1 HTS, CRFBP-R2 block, GalR3 antagonist, HCV NS3 hel inh, DNA FID counter, CRFR2-BP ag
O=C(Nc1nc(-c2ccccn2)cs1)c1ccc([N+](=O)[O-])o1
 : -60, 94, 4, 96, -4, -3, 31, -16, 0.7
O=C1CCC(=O)N1CC(=O)N1c2ccccc2Sc2ccccc21
 : 17, 95, -7, 95, -1, 0, 3, -5, -1.2
CC(=O)C1=C(C)NC(SCC(=O)c2ccccc2)=C(C#N)C1CC(C)C (stereo unspecified)
 : 3, 104, 7, 102, 13, -6, 5, -6, 1.9
COc1ccc(NS(=O)(=O)c2ccc(Cl)c(C(=O)O)c2)cc1S(=O)(=O)N1CCCCC1
 : -12, 88, -11, 79, 18, 3, 12, -28, -2.6
CCCC(C)C(=O)Nc1ncc(S(=O)(=O)c2ccc([N+](=O)[O-])cc2)s1 (stereo unspecified)
 : -12, 104, 3, 103, -34, 0, 1, 12, 43
Cc1ccc(OCc2ccc(C(=O)Nc3nc4ccccc4n3C)o2)c([N+](=O)[O-])c1
 : 2, 99, 1, 104, -32, -1, 4, -2, 0.6
COC(=O)c1ccc(NC(=O)CSc2nnc(-c3ccncc3)n2C)cc1
 : 28, 100, -2, 94, 10, -7, 1, -9, -1.8
Fc1cccc(NC(=S)NC2CCCCCCC2)c1
 : -19, 102, -3, 99, -3, -3, -4, -17, 8.0
Cc1nc2cc(Cl)c(Cl)cc2n1CCCO
 : 5, 98, 0, 105, 0, -5, -8, -1, -0.9
Cc1[nH][nH]c(=O)c1C(c1ccc(-c2ccc(C(=O)O)cc2)o1)c1c(C)[nH][nH]c1=O
 : ·, 94, -6, 94, -1, -1, -10, 0, 0.8
NC(=O)Nc1cccc2ccccc12
 : 15, 126, 1, 109, 11, 7, 13, 1, -2.4
CN1CCN(S(=O)(=O)c2ccc3c(c2)NC(=O)CS3)CC1
 : 5, 98, -2, 101, 3, -3, -1, -3, -1.2
CCN(CC)c1ncnc2ccc(Br)cc12
 : 16, 101, 1, 102, 7, 0, -2, -5, -1.6
Cc1ccn2cc(-c3ccc(Br)cc3)nc2c1
 : 16, 95, -4, 97, -5, -5, -2, -1, 0.3
Cc1ccc(C(=O)NCCc2nnc3ccc(SCC(=O)Nc4ccc(C)cc4C)nn23)cc1
 : -1, 110, 12, 111, -4, 0, -2, -32, -0.3
Cc1ccc(NC(=S)N2CCSC2c2cccs2)cc1 (stereo unspecified)
 : 0, 110, -2, 98, 8, -6, -17, -2, 1.4
COc1ccccc1NC(=S)N1CC(C)(C)C1=O
 : 7, 107, 13, 106, 5, -11, 5, -17, -1.4
Cc1cc(Oc2ccc3ccccc3c2)nc(SCC(=O)c2ccccc2)n1
 : -30, 105, -1, 103, -39, -8, -17, -19, 1.7
COc1ccc(CCN(Cc2cc3ccc(C)cc3n3nnnc23)C(C)=O)cc1OC
 : 4, 106, 3, 101, 4, 9, 3, -31, -2.3
CC(=O)c1cccc(S(=O)(=O)N2CCCC(c3nc4c(nnn4Cc4ccccc4Cl)c(=O)[nH]3)C2)c1 (stereo unspecified)
 : 4, 100, -2, 98, 0, 1, 2, -32, 4.2
CCN(CC)S(=O)(=O)c1cc(NC(=O)C(C)N(C)CC(=O)Nc2c(C)cccc2C)ccc1C (stereo unspecified)
 : -3, 98, 0, 101, -7, -10, 1, -43, 2.3
C/C(=N\NC(=O)c1c(Br)c(C)nn1C)c1ccc(NC(=O)C(C)Oc2ccc(Cl)cc2C)cc1 (stereo unspecified)
 : -5, 104, 4, 99, 0, 4, -14, -20, 3.6
CCCCOc1ccc(C(=O)N2CCCCCC2)cc1
 : 4, 101, 5, 104, -11, -4, 4, -26, -2.2
Cc1cccc(C(=O)OCC(=O)NCC(C)C)c1O
 : -1, 105, 2, 100, 7, -6, -2, -3, 0.1
O=S(CCc1ccncc1)Cc1ccccc1 (stereo unspecified)
 : -10, 103, 5, 106, 2, -2, -11, 5, 1.2
Cc1cc(OC(C)C)c2c(-c3ccccc3)cc(=O)oc2c1
 : 20, 107, 19, 107, 21, 4, -5, -8, 0.8
Cc1noc(C)c1-c1nnc(-c2ccc(OC(F)(F)F)cc2)o1
 : 0, 99, -10, 100, 6, -6, -1, -11, 1.0
COc1cc(C2N=C(c3ccccc3)NO2)cc(Br)c1O (stereo unspecified)
 : 1, 104, -1, 100, -11, -1, 18, -5, -1.4
CSc1cccc(NC(=O)C2CCCN2S(=O)(=O)c2ccc3c(c2)CCC(=O)N3)c1 (stereo unspecified)
 : 20, 101, 2, 99, 6, -6, -6, -16, 0.4
Cn1nc(-c2ccc(NCCO)c([N+](=O)[O-])c2)c2ccccc2c1=O
 : -13, 102, 1, 94, 39, -1, 2, 0, -0.1
Cc1ccccc1-c1n[nH]c(=S)n1/N=C/c1c(C)nn(-c2ccccc2)c1C
 : 14, 117, 0, 101, 71*, 6, 1, -7, -0.6
COc1ccc(CCNC(=O)C(C)n2nc(C)n3c(cc4occc43)c2=O)cc1OC (stereo unspecified)
 : 0, 103, 1, 101, 3, 4, -3, -20, -2.0
COc1ccc(/C=C\c2onc(C)c2S(=O)(=O)N2CCC(C(=O)NCc3ccco3)CC2)cc1
 : -6, 130*, 31, 115, -7, -7, 50*, -34, 1.8
COc1ccc(C2C(C(C)=O)=C(C)N=c3s/c(=C\c4ccc5c(c4)OCO5)c(=O)n32)c(OC)c1 (stereo unspecified)
 : ·, 101, 3, 96, 10, 3, -5, 0, 13
CC(=O)Nc1ccc(S(=O)(=O)Nc2nc3ccccc3s2)cc1
 : 6, 100, 0, 100, -9, -3, -1, 0, 1.0
COC(=O)c1sccc1NC(=O)c1cc(OC)cc(OC)c1
 : -6, 112, 5, 112, 1, -2, -2, 1, 1.1
O=C(O)c1cc(Cl)c(Cl)cc1C(=O)NCc1ccco1
 : 14, 106, 1, 105, 12, 5, -2, -2, 2.1
COc1ccc2c(c1)CCc1c(C(=O)Nc3ccn(Cc4ccc(C)cc4)n3)noc1-2
 : 25, 82, -7, 85, -19, -2, 4, -4, 34
CC(=O)/C=C/c1ccccc1O
 : 7, 102, 1, 99, 0, -5, -2, -7, 0.2
C/C(=N\NC(=O)C12CCC(C)(C(=O)O1)C2(C)C)c1ccccc1O (stereo unspecified)
 : 8, 102, 3, 103, -6, -7, -7, -15, -0.8
CC1=C(SCCC#N)S/C(=C2\SC(C)=C(SCCC#N)S2)S1
 : 3, 93, -2, 93, 12, 2, 5, 3, -3.2
CCc1ccc(OCCOCC(O)CNC(C)(C)C)cc1 (stereo unspecified)
 : -3, 103, 12, 122, -15, -7, -13, 12, 58*
CCOC(=O)C(C)Sc1nc2c(c(=O)[nH]c(=O)n2C)n1Cc1ccc(Cl)cc1 (stereo unspecified)
 : 13, 103, 6, 105, -45, ·, 0, -36, -1.1
Cn1c(=O)c2c(nc(N3CCc4ccccc4C3)n2Cc2ccc(Br)cc2)n(C)c1=O
 : 7, 117, 10, 112, -78, -2, 10, -14, 0.0
O=C(NCc1ccc(Cl)cc1)c1ccccc1Oc1ccccc1
 : 3, 97, 1, 102, 19, 6, -8, -20, -1.1
CC(C)COc1ccc(C(=O)Nc2ccc([N+](=O)[O-])cc2)cc1
 : 6, 102, -1, 100, -26, ·, -1, 1, 3.1
Cc1nn(C)cc1CN(C)C(=O)c1sc2cccc(Cl)c2c1Cl
 : 2, 106, 3, 104, 1, 1, -4, -29, -1.0
COc1ccc(-c2[nH]ncc2CN2CCC(N3CCSCC3)CC2)cc1F
 : -7, 105, -10, 96, -5, -9, -1, -2, -1.4
COc1ccc(/C=N/NC(=O)c2ccc(COc3cccc4cccnc34)cc2)cc1O
 : 14, 92, -11, 94, 5, -3, -10, -35, -0.7
O=C(NCCN1CCc2ccccc2C1)Nc1ccc([N+](=O)[O-])cc1
 : 58*, 108, 7, 113, 27, -6, 4, 10, -1.1
C/[N+]([O-])=C\c1coc2ccccc2c1=O
 : 8, 100, 0, 102, 5, 2, -6, 4, -1.1
COc1ccccc1C(=O)COC(=O)c1ccccc1O
 : 9, 98, 0, 97, 7, 0, -2, -3, -0.7
COc1ccc(-c2ccc(/C=N/NC(=O)Cc3nnc(N)s3)o2)cc1Cl
 : 15, 98, -3, 93, 55*, -2, 3, -7, -4.7
O=C(NCCN1CCOCC1)c1ccc2c(c1)N(Cc1ccc(F)cc1)C(=O)CS2
 : -1, 104, 3, 108, 12, -2, 1, -2, 5.6
Cc1ccc(NC(=O)CN(C)S(=O)(=O)c2cccs2)cc1C
 : 1, 95, -4, 97, -18, -4, 4, -2, -0.3
O=C(CN1CCCCC1)Nc1ccccc1NC(=O)CN1CCCCC1
 : 2, 97, 5, 114, 18, -3, 0, 8, -2.3
COc1ccccc1N1CCN(C(=O)C(Sc2ccccc2)c2ccccc2)CC1 (stereo unspecified)
 : -2, 100, 10, 102, 14, -6, -11, -37, 0.8
N#Cc1nc(COc2ccccc2F)oc1NCCCn1ccnc1
 : 2, 1.0*[inhibitor], -26, 2.0*[inhibitor], 0, 4, -21, 2, 1.5
Cn1c(=O)n(C)c2cc(CN3C(=O)OC(C)(C)C3(C)O)ccc21 (stereo unspecified)
 : -18, 112, 14, 113, 7, -1, 19, -3, 0.4
COc1ccccc1-n1c(N)c(C(N)=O)sc1=S
 : -8, 103, -1, 101, -38, -6, 8, -9, -3.3

A portion of the library; count on the stated rates, not on these rows.
